Source: PubChem BioAssay (several laboratories)
Myeloid diff MLP: compounds promoting myeloid differentiation; ER-HoxA9 myeloid progenitors, lysozyme-GFP differentiation, flow cytometry; calls only at 10 µM; AID 624256; 360,000 tested, 1% active;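 active = normalized GFP-positive differentiation at or above the plate's own cutoff, the solvent-only control mean plus 3 SD; inconclusive = no clear call, values can overlap the other calls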;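 note: cells exposed to compound for four days before flow analysis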
T cell modulator: T cell immune modulators affecting CD8 T cell-vesicle binding. 2C CD8+ T cell-vesicle binding, flow cytometry; stronger effect = lower value. 330,000 tested, 0.068% active. AID 2052. calls only at 7 µM;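 active = response, share of CD8 T cells binding vesicles, and their 90th percentile fluorescence all below set limits, cut at about 80% in these data, passing the limit was not always enough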
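Material: murine 2C transgenic CD8+ T lymphocytes / Also added: QL9-peptide-loaded Drosophila micro-vesicles bearing Ld, ICAM-1 and B7-1 / Schedule: binding step 1.5 h, 37 °C, antibody labelling 20 min, ice / Signal: flow cytometry, PE anti-B7-1 (FL2) versus Alexa647 anti-CD8 (FL8), PFA-fixed / Evaluation: percent CD8+ FL2 mean versus row control / Benchmarks: naked versus QL9-loaded vesicles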
NOD1 inhibition: NOD1 signaling inhibitors, primary screen, cell-based, luminescence, uHTS (AID 1578). NOD1-driven NF-kB luciferase reporter cells, luminescence; higher % means a stronger effect. inhibition, % at 4 µM, or EC50 in µM where a hit was titrated. 290,000 tested, 1% active; in the data active = inhibition mostly above about 36%, no sharp cut-off; inactive = mostly below about 34%;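 note: HEK-293T reporter cells stimulated with the NOD1 agonist gamma-tri-DAP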
KOR beta-arrestin-1: kappa opioid receptor activators – cell-based, luminescence, uHTS, primary screen (AID 1777); KOR beta-arrestin recruitment, luminescence; higher % means a stronger effect; activation, % at 10 µM; hits with a dose series show EC50 in µM; 280,000 tested, 0.02% active; in the data active = activation above about 50%, passing the limit was not always enough; note: a part of the inactive calls stands beside numbers as strong as those of hits
NTR1 ag: NTR1-driven beta-arrestin-GFP spot formation – imaging, U2OS cells, high content, primary screen (AID 493036) | P30989 | agonist mode | activation, % at 20 µM | 330,000 tested, 0.17% active;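 active = activation at or above 40% of the spot to cytoplasm intensity ratio, with at least 20 cells analyzed; inconclusive = wells under 20 cells, flagged as cytotoxic or low count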;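 note: 0% = DMSO without peptide and 100% = 100 nM NTR1 peptide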
Target sequence (P30989 whole entry, looked up): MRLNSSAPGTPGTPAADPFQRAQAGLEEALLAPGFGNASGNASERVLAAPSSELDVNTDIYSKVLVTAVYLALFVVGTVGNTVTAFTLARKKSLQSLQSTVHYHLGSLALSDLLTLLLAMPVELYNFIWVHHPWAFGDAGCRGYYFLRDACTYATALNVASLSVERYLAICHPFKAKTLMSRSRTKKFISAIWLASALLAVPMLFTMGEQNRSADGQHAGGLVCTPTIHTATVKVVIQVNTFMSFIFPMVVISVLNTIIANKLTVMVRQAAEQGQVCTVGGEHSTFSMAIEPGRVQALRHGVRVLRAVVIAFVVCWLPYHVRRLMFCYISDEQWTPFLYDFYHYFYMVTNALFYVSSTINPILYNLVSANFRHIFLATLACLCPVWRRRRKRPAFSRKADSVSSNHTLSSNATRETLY
HEK293 NOD2/NF-kB: NOD2 signaling inhibitors, cell-based, luminescence, uHTS, HEK293 (AID 1566); inhibition, % at 4 µM; hits with a dose series show EC50 in µM; 290,000 tested, 0.63% active; HEK293 NOD2/NF-kB luciferase reporter, luminescence; higher % means a stronger effect; note: many of its hits are not listed in these tables
GPR55 activation: selective activators of receptor GPR55 – imaging, U2OS cells, beta-arrestin-GFP redistribution, primary screen (AID 1961). U2OS GPR55 beta-arrestin-GFP redistribution imaging; higher % means a stronger effect. activation, % at 10 µM, or EC50 in µM where a hit was titrated. 290,000 tested, 0.048% active;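 active = activation above 40% with more than 50 cells counted in the well; inconclusive = wells holding fewer than 50 cells, flagged as toxic or sparse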;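 note: U2OS osteosarcoma cells stably expressing GPR55 and beta-arrestin-GFP; plate controls were DMSO negative control for no effect and LPI positive control for full effect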
GPR55 LPI antagonism: GPR55 antagonists blocking LPI-driven arrestin recruitment, primary screen, imaging, U2OS, beta-arrestin-GFP, LPI agonist (AID 2013); one-dose inhibition, % at 10 µM; IC50 in µM for titrated hits; U2OS GPR55 beta-arrestin-GFP translocation imaging, LPI antagonism; higher % means a stronger effect; 290,000 tested, 0.13% active;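 active = spots per cell inhibited over 60%, with over 100 cells counted and total cytoplasm intensity under 500,000; inconclusive = wells with under 100 cells, flagged as likely toxic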;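 note: U2OS cells stably carrying GPR55 and arrestin-GFP stimulated by 5 µM LPI near EC80; imaged beta-arrestin-GFP aggregate spots per cell after agonist stimulation; plate controls were LPI-stimulated DMSO wells for no effect and DMSO wells without LPI for full effect; some results filed as inactive read as strong as hits; confirmed hits need IC50 under 10 µM and bright autofluorescent wells are also inconclusive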
KOR beta-arrestin-2: KOR antagonists, beta-arrestin recruitment, cell-based, luminescence, uHTS (AID 1778). KOR beta-arrestin recruitment, luminescence, antagonist mode; higher % means a stronger effect. one-dose inhibition, % at 10 µM; IC50 in µM for titrated hits. 290,000 tested, 0.091% active; note: strong numbers were not always called active
T cell modulator vesicle-bound %: recorded beside T cell modulator, whose call it bears; double positive events, %; measured here: CD8+ vesicle-bound cell fraction;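 binding gate set so that unloaded-vesicle control wells show 10% double positive cells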
NTR1 ag cell count 20 µM: further read-out of NTR1 ag, marked with its call; cell count; measured here: cell count, cytotoxicity flag
Myeloid diff MLP GFP+ MAC1+ %: second read-out of Myeloid diff MLP, no call of its own (marks repeat the call); GFP+ MAC1+ double positive, %; measured here: differentiation confirmed by MAC1 staining
An asterisk follows results filed as active; i = inactive; ? = inconclusive; . = not tested or not shown; [ ] = remark or other dose. Cut-off read from the data, not from the text of the source, unless noted: active = inhibition above about 50%; inactive = the rest. Not all compounds are listed; count on the stated rates, not on these rows.

SMILES	Myeloid diff MLP	Myeloid diff MLP GFP+ MAC1+ %	T cell modulator	T cell modulator vesicle-bound %	NOD1 inhibition	KOR beta-arrestin-1	NTR1 ag	NTR1 ag cell count 20 µM	HEK293 NOD2/NF-kB	GPR55 activation	GPR55 LPI antagonism	KOR beta-arrestin-2
O=C(c1ccc(C(=O)N2CCCc3ccccc32)s1)N1CCCc2ccccc21	i	1.2	i	29	33%	8.9%	6.8	70	11%	-0.1%	0%	-51%
CCOc1ccc(CN(C)c2nc(-c3cccnc3)nc3ccccc23)cc1OC	?	.	i	50	55%*	4.6%	6.7	49	18%	-0.1%	-17%	-76%
COc1ccc(CCN2CC(C(=O)NCc3cnn(C(C)C)c3)CCC2=O)cc1 (configuration not stated)	i	0.5	i	38	11%	0.2%	-0.8	46	-10%	-0.1%	4%	-9%
O=C(Nc1ccncc1)C1CC(=O)N(c2ccc(F)cc2)C1 (configuration not stated)	i	0.0	i	19	-20%	-3.1%	0.6	45	3%	-0.2%	2%	6%
Cc1ccc(Cn2c(=O)c3cccnc3n(CC(=O)Nc3cccc(C(F)(F)F)c3)c2=O)cc1	i	0.8	i	22	-18%	-2.3%	0.3	47	-20%	-0.4%	21%	-31%
Cc1occc1-c1nnc(SCC(=O)Nc2ccccc2)n1CCc1ccccc1	i	0.7	i	22	-31%	-2.7%	2.0	66	5%	0.1%	15%	37%
CC(C)OC(=O)Nc1ccc2c(c1)N(C(=O)N1CCN(C)CC1)c1ccccc1CC2	i	0.4	i	35	-5%	7.0%	0.5	55	-68%	-0.3%	1%	-20%
S=c1[nH]cc(-c2ccc(Cl)cc2)n1-c1ccccc1	i	0.4	i	44	-17%	-1.1%	-1.4	64	-26%	-0.3%	16%	30%
CCCc1ccc(OCC(O)CN2CCc3ccccc3C2)cc1 (configuration not stated)	i	0.2	i	53	-24%	-1.0%	2.0	38	-19%	-0.4%	23%	-48%[20 µM]
Cc1ccc(C(=O)N2CCCC(N3CCN(c4ccccc4C)CC3)C2)c(=O)[nH]1 (configuration not stated)	i	3.1	i	27	-21%	0.6%	1.3	74	-8%	-0.1%	5%	-48%
CCOc1ccc(CCN2C(=O)c3cccnc3C2=O)cc1OCC	i	1.2	i	50	-38%	5.4%	0.3	94	-13%	-0.2%	-3%	-3%
Cc1ccc(NC(=O)Cn2cc(S(=O)(=O)c3ccc(F)cc3)c(=O)c3cc(F)ccc32)cc1	i	1.8	i	62	42%	8.3%	11	51	3%	-0.3%	0%	-37%
CC(=O)c1c(C)[nH]c(C(=O)COC(=O)CN(C)S(=O)(=O)c2ccc(Cl)cc2)c1C	i	0.9	i	48	13%	0.7%	2.4	69	12%	0.0%	9%	-37%
COc1ccccc1-c1nc2ccccc2nc1-c1ccccc1OC	i	0.1	i	8	-16%	1.4%	-0.7	66	0%	-0.1%	15%	-16%
Cc1cc(NC(=O)Cn2cnc3c(cnn3C(C)(C)C)c2=O)no1	i	0.6	i	32	-13%	-4.7%	-1.1	54	28%	2.4%	12%	-7%
C[n+]1ccc(/C=C/c2c[nH]c3ccc(F)cc23)cc1	?	.	i	31	-7%	0.3%	-2.1	76	23%	0.0%	-24%	-29%
Fc1ccccc1/C=N/n1c(C2CCCCC2)n[nH]c1=S	i	0.6	i	26	3%	0.5%	5.9	99	19%	-0.2%	-10%	-25%
CC(C)(C)NC(=O)c1ccc2c(c1)C(=O)N(Cc1ccco1)C2=O	i	1.4	i	55	-24%	-3.7%	-0.4	44	0%	-0.3%	-2%	-22%[20 µM]
CN1CCC(N(C)S(=O)(=O)c2ccc(NC(=O)COc3ccc(F)cc3Cl)cc2)CC1	i	0.9	i	7	-16%	-4.2%	0.0	68	16%	-0.1%	11%	30%
O=c1[nH][nH]c(-c2ccccc2)c1C=Nc1ccccc1	i	1.0	i	4	-22%	4.2%	-0.4	70	-6%	-0.1%	11%	-10%
COc1ccc(S(=O)(=O)NCc2ccccn2)cc1Cl	i	1.8	i	21	-6%	-0.7%	1.4	34	8%	-0.2%	-3%	12%
COc1ccc(NS(=O)(=O)c2ccc(S(=O)(=O)N3CCOCC3)cc2)cc1	i	0.5	i	36	-26%	3.7%	5.6	60	16%	0.2%	10%	-31%
COC(=O)c1ccccc1COn1c(=O)c(C)[n+]([O-])c2ccccc21	i	0.6	i	16	-18%	0.0%	-1.0	69	2%	0.0%	5%	-13%
CCOc1ccc(OCCN2CCCCC2)cc1	i	0.5	i	44	-27%	-2.2%	1.7	50	-1%	-0.4%	4%	.
Cc1cccc(NS(=O)(=O)c2ccc(NC(=O)N3CCCCC3)cc2)c1	i	1.5	i	66	22%	-1.5%	1.4	61	34%	0.3%	-8%	2%

Arranged by length of the SMILES (ascending): part of the list above.
SMILES	Myeloid diff MLP	Myeloid diff MLP GFP+ MAC1+ %	T cell modulator	T cell modulator vesicle-bound %	NOD1 inhibition	KOR beta-arrestin-1	NTR1 ag	NTR1 ag cell count 20 µM	HEK293 NOD2/NF-kB	GPR55 activation	GPR55 LPI antagonism	KOR beta-arrestin-2
COc1ccc(S(=O)(=O)NCc2ccccn2)cc1Cl	i	1.8	i	21	-6%	-0.7%	1.4	34	8%	-0.2%	-3%	12%
COc1ccccc1-c1nc2ccccc2nc1-c1ccccc1OC	i	0.1	i	8	-16%	1.4%	-0.7	66	0%	-0.1%	15%	-16%
O=c1[nH][nH]c(-c2ccccc2)c1C=Nc1ccccc1	i	1.0	i	4	-22%	4.2%	-0.4	70	-6%	-0.1%	11%	-10%
C[n+]1ccc(/C=C/c2c[nH]c3ccc(F)cc23)cc1	?	.	i	31	-7%	0.3%	-2.1	76	23%	0.0%	-24%	-29%
Cc1cc(NC(=O)Cn2cnc3c(cnn3C(C)(C)C)c2=O)no1	i	0.6	i	32	-13%	-4.7%	-1.1	54	28%	2.4%	12%	-7%
Cc1occc1-c1nnc(SCC(=O)Nc2ccccc2)n1CCc1ccccc1	i	0.7	i	22	-31%	-2.7%	2.0	66	5%	0.1%	15%	37%
COC(=O)c1ccccc1COn1c(=O)c(C)[n+]([O-])c2ccccc21	i	0.6	i	16	-18%	0.0%	-1.0	69	2%	0.0%	5%	-13%
COc1ccc(NS(=O)(=O)c2ccc(S(=O)(=O)N3CCOCC3)cc2)cc1	i	0.5	i	36	-26%	3.7%	5.6	60	16%	0.2%	10%	-31%
CC(C)OC(=O)Nc1ccc2c(c1)N(C(=O)N1CCN(C)CC1)c1ccccc1CC2	i	0.4	i	35	-5%	7.0%	0.5	55	-68%	-0.3%	1%	-20%
CC(=O)c1c(C)[nH]c(C(=O)COC(=O)CN(C)S(=O)(=O)c2ccc(Cl)cc2)c1C	i	0.9	i	48	13%	0.7%	2.4	69	12%	0.0%	9%	-37%
Cc1ccc(NC(=O)Cn2cc(S(=O)(=O)c3ccc(F)cc3)c(=O)c3cc(F)ccc32)cc1	i	1.8	i	62	42%	8.3%	11	51	3%	-0.3%	0%	-37%

Going on with the list:
SMILES	Myeloid diff MLP	Myeloid diff MLP GFP+ MAC1+ %	T cell modulator	T cell modulator vesicle-bound %	NOD1 inhibition	KOR beta-arrestin-1	NTR1 ag	NTR1 ag cell count 20 µM	HEK293 NOD2/NF-kB	GPR55 activation	GPR55 LPI antagonism	KOR beta-arrestin-2
CCOC(=O)c1cccc(NC(=O)c2ccc(NC(=O)c3ccco3)cc2)c1	i	1.9	i	63	-20%	-1.3%	1.3	63	8%	0.0%	2%	-17%
CC1CN(C(=O)/C=C/c2ccc(SC(F)F)cc2)CC(C)O1 (configuration not stated)	i	0.4	i	40	-5%	-2.0%	-0.3	37	10%	0.0%	0%	13%
CC(C)(C)OC(=O)C1C(=O)CC(C)(O)C(C(=O)OC(C)(C)C)C1c1ccco1 (configuration not stated)	i	1.2	i	8	-14%	-3.7%	-0.6	86	1%	0.0%	6%	-31%
Cc1ccc(Oc2ncccc2/C=N/O)cc1	i	0.1	i	42	4%	0.6%	0.5	68	16%	0.1%	12%	-9%
CCOC(=O)C1=C(C)C(c2ccccc2OC)NC(=O)N1 (configuration not stated)	i	0.7	i	48	-5%	5.1%	-1.7	93	15%	0.2%	-11%	-26%
COc1cc(/C=N/NC(=O)CCn2c3ccccc3c3ccccc32)ccc1O	i	5.3	i	11	28%	4.6%	14	46	16%	-0.3%	-18%	-63%
Cc1ccc(C(=O)CNc2ccc(F)cc2)cc1	i	0.9	i	39	-21%	-0.6%	-0.7	47	-40%	0.6%	4%	-14%
CN(C)/C=C(\C#N)C(=O)Nc1ccc(O)cc1F	i	0.2	i	50	-40%	-4.7%	-0.9	91	-6%	0.5%	-2%	-20%
CCC1COCCS(=O)(=O)N1Cc1ccccc1C (configuration not stated)	i	0.3	i	21	-17%	-1.6%	-3.0	86	5%	-0.2%	-4%	-12%[20 µM]
N#CCSc1ncccc1-c1nc2ccccc2[nH]1	i	1.8	i	39	-14%	-6.7%	0.1	56	-8%	-0.2%	-20%	-2%
CCCCCCC/C(C)=N/NC(=O)CC(=O)NCCc1ccccc1	i	0.7	i	57	2%	-3.3%	2.4	67	2%	0.0%	-4%	5%
Cc1noc(C)c1COC(=O)c1cnc(Cl)c(Cl)c1	i	0.8	i	26	36%	3.6%	6.2	67	9%	0.8%	-23%	20%
O=C(O)c1cccc(S(=O)(=O)N2CCSCC2)c1	i	0.9	i	62	-2%	-4.3%	1.3	71	7%	0.2%	3%	-31%
O=C(Nc1c(-c2ccccc2)nc2c(Br)cc(Br)cn12)c1ccco1	i	0.9	i	43	-36%	-2.1%	-1.2	95	-16%	-0.1%	14%	-6%
Cc1ccccc1Nc1nc(N)nc(COC(=O)c2ccc(O)cc2)n1	i	0.4	i	47	-25%	0.7%	-0.4	31	-8%	0.2%	10%	-47%
